Screens as filed in PubChem.
FadD28 binding – M. tuberculosis FadD28 bisubstrate binding inhibition; inhibition, % at 12.5 µM; FadD28 bisubstrate probe binding, fluorescence polarization; 360,000 compounds, 0.22% hits; in the data active = inhibition above about 8.5%, passing the limit was not always enough; inconclusive = no clear call, values can overlap the other calls
PrPC TRFRET – cell surface PrPC inhibition, primary TR-FRET screen | AID 720596 | 370,000 compounds, 0.43% hits | P04156 | TR-FRET read-out | inhibition, % at 13.8 µM; in the data active = inhibition above about 24%; note: 0% = median of the test wells and 100% = reference compound wells
BioA inh – inhibitors of Mycobacterium tuberculosis BioA enzyme. inhibition, % at 9.99 µM. 360,000 compounds, 0.096% hits. purified M. tuberculosis BioA enzyme, plate reader; in the data active = inhibition above about 40%; inconclusive = no clear call, values can overlap the other calls
BoNT-A LC inh2 – inhibitors of Botulinum neurotoxin A light chain protease | 360,000 compounds, 0.17% hits | inhibition, % at 10 µM | multiplex microsphere protease substrate cleavage, flow cytometry; in the data active = inhibition above about 30%; inconclusive = no clear call, values can overlap the other calls; note: plate controls were buffer without enzyme for full effect and enzyme alone for no effect
CCHF vOTU inh – CCHFV vOTU protease inhibition; Pep-AMC fluorescence; inhibition, % at 11.5 µM; 370,000 compounds, 0.55% hits; note: 0% = vehicle wells with enzyme and 100% = no enzyme wells
Mtb UGM inh – blocks M. tuberculosis UGM enzyme; P9WIQ1; purified UGM, fluorescence polarization probe displacement; inhibition, % at 10 µM; 320,000 compounds, 0.06% hits; AID 504406; in the data active = inhibition above about 10%, passing the limit was not always enough; inconclusive = no clear call, values can overlap the other calls
Target sequence (P9WIQ1 whole entry, looked up): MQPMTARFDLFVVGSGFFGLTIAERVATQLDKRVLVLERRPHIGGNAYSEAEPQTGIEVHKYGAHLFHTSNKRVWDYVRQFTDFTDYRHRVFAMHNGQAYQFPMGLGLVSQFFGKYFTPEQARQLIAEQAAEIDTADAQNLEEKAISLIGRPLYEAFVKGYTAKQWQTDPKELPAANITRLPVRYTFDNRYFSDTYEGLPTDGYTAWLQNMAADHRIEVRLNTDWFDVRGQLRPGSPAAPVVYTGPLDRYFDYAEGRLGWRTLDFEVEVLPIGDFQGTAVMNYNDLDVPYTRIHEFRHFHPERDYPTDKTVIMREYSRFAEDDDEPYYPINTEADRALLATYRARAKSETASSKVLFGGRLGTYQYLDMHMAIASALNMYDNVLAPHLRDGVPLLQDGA
FBA Mtb inh – inhibits M. tuberculosis FBA enzyme; P9WQA3; purified M. tuberculosis FBA, fluorescence read-out; inhibition, % at 1 µM; 360,000 compounds, 2.3% hits; in the data active = inhibition above about 27%;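 note: 0% = vehicle and 100% = reference inhibitor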
Target sequence (P9WQA3 whole entry, looked up): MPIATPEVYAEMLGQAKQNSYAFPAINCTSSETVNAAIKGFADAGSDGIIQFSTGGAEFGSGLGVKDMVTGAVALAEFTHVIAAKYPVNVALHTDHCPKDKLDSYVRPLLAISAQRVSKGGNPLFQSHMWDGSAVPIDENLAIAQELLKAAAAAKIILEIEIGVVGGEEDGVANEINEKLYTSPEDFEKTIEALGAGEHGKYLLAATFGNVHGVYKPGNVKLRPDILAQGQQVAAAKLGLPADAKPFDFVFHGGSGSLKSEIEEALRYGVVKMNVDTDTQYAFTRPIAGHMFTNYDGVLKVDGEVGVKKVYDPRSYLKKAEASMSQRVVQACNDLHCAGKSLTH
GDH-TPI counter – counter-screen for M. tuberculosis FBA inhibitors: GDH-TPI coupled enzymes. GDH-TPI coupled enzyme counterscreen, NADH absorbance. inhibition, % at 4.8 µM. 360,000 compounds, 1.2% hits. AID 588335;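 note: 0% = DMSO wells and 100% = wells lacking the enzyme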
BoNT-F LC inh – BoNT F light chain protease inhibition; 360,000 compounds, 0.22% hits; Multiplex microsphere protease cleavage assay, flow cytometry; AID 588497; inhibition, % at 10 µM; in the data active = inhibition above about 35%, passing the limit was not always enough; inconclusive = no clear call, values can overlap the other calls; note: plate controls were buffer without enzyme for full effect and enzyme alone for no effect
Numbers without * were called inactive; u = inconclusive; x = no result given. Cut-off read from the data, not from the text of the source, unless noted: active = inhibition above about 30%; inactive = the rest.

A first look:
SMILES | FadD28 binding | PrPC TRFRET | BioA inh | BoNT-A LC inh2 | CCHF vOTU inh | Mtb UGM inh | FBA Mtb inh | GDH-TPI counter | BoNT-F LC inh
C=CCN1C(=O)/C(=C\c2ccc(Cl)cc2)N=C1SCC(=O)NCCC | 0.0 | 0 | -0.1 | -0.1 | -13 | 0.7 | 2 | 6 | -7
CC1CCN(CCCCOc2ccccc2F)CC1 | -1.5 | -3 | -0.1 | 3.1 | -6 | 0.9 | -1 | 0 | 0
COc1cc(/C=C/C(=O)OC(C)C(=O)Nc2c(C)n(C)n(-c3ccccc3)c2=O)ccc1O (stereo not drawn) | -1.5 | -5 | -0.4 | -1.1 | -5 | 2.1 | 2 | 0 | -4

All compounds of this part, previewed entries included:
SMILES | FadD28 binding | PrPC TRFRET | BioA inh | BoNT-A LC inh2 | CCHF vOTU inh | Mtb UGM inh | FBA Mtb inh | GDH-TPI counter | BoNT-F LC inh
C=CCN1C(=O)/C(=C\c2ccc(Cl)cc2)N=C1SCC(=O)NCCC | 0.0 | 0 | -0.1 | -0.1 | -13 | 0.7 | 2 | 6 | -7
CC1CCN(CCCCOc2ccccc2F)CC1 | -1.5 | -3 | -0.1 | 3.1 | -6 | 0.9 | -1 | 0 | 0
COc1cc(/C=C/C(=O)OC(C)C(=O)Nc2c(C)n(C)n(-c3ccccc3)c2=O)ccc1O (stereo not drawn) | -1.5 | -5 | -0.4 | -1.1 | -5 | 2.1 | 2 | 0 | -4
COc1cccc(/C=C/C(=O)OCC(=O)c2c[nH]c3ccccc23)c1 | -1.3 | 1 | -2.7 | 3.4 | 4 | x | 9 | 5 | 1
CC(=O)c1oc2ccccc2c1NC(=O)COC(=O)c1ccc(-n2nc(C)cc2C)cc1 | -4.0 | 0 | x | 0.1 | -10 | 0.8 | 2 | -9 | -1
Cc1onc(-c2ccccc2Cl)c1C(=O)NCc1cccnc1 | 1.8 | 2 | -0.1 | u | -5 | 5.0 | 4 | 10 | 8
Cc1cc(NC(=O)CSc2nnc(C(C)N(C)C)n2Cc2ccccc2)no1 (stereo not drawn) | -0.8 | 0 | -1.0 | 0.1 | -9 | -3.0 | 2 | 2 | 6
Nc1ccc(C23CC4CC(CC(CO)(C4)C2)C3)cc1 | -1.3 | 3 | 0.1 | -0.1 | -6 | -0.6 | -13 | -9 | -4
CCCN1C(=O)C(NC(C)=O)c2cc(OC)ccc21 (stereo not drawn) | -3.0 | -14 | -1.2 | 0.2 | -8 | -1.6 | -1 | -9 | -6
O=C1CN(C(=O)COC(=O)Cc2ccccc2)c2ccccc2N1 | -2.9 | 2 | x | -0.3 | 6 | -0.4 | -3 | 8 | 0
O=C(Nc1ccc(NC(=O)C23CC4CC(CC(C4)C2)C3)cn1)c1ccco1 | -3.3 | 3 | -1.7 | -1.2 | -8 | -2.1 | 0 | 5 | -32
COc1ccc(-c2csc(N3CCC(c4ccccc4)C3)n2)cc1 (stereo not drawn) | -0.9 | 1 | 11 | -0.8 | 0 | -3.5 | 45* | 1 | 18
O=S(=O)(c1cccc2cccc(Cl)c12)N1CCCC1 | -2.1 | -7 | 1.2 | -0.5 | 7 | 0.5 | 1 | -8 | -5
Cc1ccc(N(CC(=O)NC2CCCC2)C(=O)CNC(=O)c2cccs2)c(C)c1 | x | 7 | -6.3 | 2.2 | 2 | -1.5 | 3 | 10 | 3
O=C(C1CCCN(S(=O)(=O)c2cccnc2)C1)N1CCn2c1nc1ccccc12 (stereo not drawn) | -2.2 | 1 | 46* | -0.2 | -1 | -2.9 | 4 | 3 | 5
COc1cc2ccnc(C=NO)c2cc1OC | -2.6 | -20 | -0.3 | -0.2 | -41 | x | 42* | 13 | -4
O=C(O)c1cc(-c2cccs2)nn1-c1ccccc1 | 0.1 | 2 | -1.0 | -0.2 | -10 | 3.1 | -1 | 7 | 2
CCOc1ccc(S(=O)(=O)NCCc2cn3ccccc3n2)cc1 | -0.7 | 4 | -1.1 | 1.5 | -9 | -2.0 | 7 | 3 | 3
COc1ccc(N2CCN(C(=O)CCS(=O)(=O)c3ccc(OC)cc3)CC2)cc1 | -0.5 | 4 | x | 0.5 | 5 | -0.3 | -3 | 1 | -3
Cc1ccc(CNC(=O)CC(C)S(=O)(=O)c2cc3c(cc2C)NC(=O)CO3)cc1 (stereo not drawn) | -2.4 | -6 | -1.4 | -0.7 | -3 | x | -1 | -6 | -7
Fc1ccc(-c2nnc(SCc3ncc(-c4ccccc4)o3)n2CC2CCCO2)cc1 (stereo not drawn) | -7.2 | 9 | 5.1 | 0.2 | 5 | 1.1 | 1 | -2 | -2
COc1cc(NC(=O)CCN2CCN(c3ccccc3F)CC2)cc(OC)c1 | -0.5 | 1 | 1.0 | -1.5 | 10 | 0.3 | 0 | 12 | -7
COc1ccc(-c2ccc(CN3C(C(C)C)C(=O)N(Cc4cn(CC5CCCCC5)nn4)CCS3(=O)=O)cc2)cc1 (stereo not drawn) | -0.2 | -2 | 1.8 | -0.5 | 13 | x | 2 | -2 | -4
CCCN(C(=O)c1cccc(S(=O)(=O)N2CCN(Cc3ccccc3)CC2)c1)C1CCS(=O)(=O)C1 (stereo not drawn) | -2.1 | 1 | 0.6 | -2.7 | 3 | 6.8 | 3 | 7 | 2
O=C(NCCC1=CCCCC1)c1ccc(CN2CCOCC2)cc1 | -4.6 | 0 | 2.0 | 0.7 | 11 | -6.1 | 1 | -9 | -6

Complete entries as entered above. Order of screens: FadD28 binding | PrPC TRFRET | BioA inh | BoNT-A LC inh2 | CCHF vOTU inh | Mtb UGM inh | FBA Mtb inh | GDH-TPI counter | BoNT-F LC inh
C=CCN1C(=O)/C(=C\c2ccc(Cl)cc2)N=C1SCC(=O)NCCC across the screens: 0.0 | 0 | -0.1 | -0.1 | -13 | 0.7 | 2 | 6 | -7
Cc1cc(NC(=O)CSc2nnc(C(C)N(C)C)n2Cc2ccccc2)no1 (stereo not drawn) across the screens: -0.8 | 0 | -1.0 | 0.1 | -9 | -3.0 | 2 | 2 | 6
O=C1CN(C(=O)COC(=O)Cc2ccccc2)c2ccccc2N1 across the screens: -2.9 | 2 | x | -0.3 | 6 | -0.4 | -3 | 8 | 0
Cc1ccc(CNC(=O)CC(C)S(=O)(=O)c2cc3c(cc2C)NC(=O)CO3)cc1 (stereo not drawn) across the screens: -2.4 | -6 | -1.4 | -0.7 | -3 | x | -1 | -6 | -7
O=C(Nc1ccc(NC(=O)C23CC4CC(CC(C4)C2)C3)cn1)c1ccco1 across the screens: -3.3 | 3 | -1.7 | -1.2 | -8 | -2.1 | 0 | 5 | -32

Carrying on.
SMILES | FadD28 binding | PrPC TRFRET | BioA inh | BoNT-A LC inh2 | CCHF vOTU inh | Mtb UGM inh | FBA Mtb inh | GDH-TPI counter | BoNT-F LC inh
COc1ccc(-c2[nH]ncc2CNC(C)CCn2cccn2)cc1F (stereo not drawn) | -1.6 | -2 | -1.5 | -0.4 | 3 | 0.7 | 3 | 0 | -2
Cc1ccc(S(=O)(=O)N(C)C)cc1NC(=O)COC(=O)C1=COCCO1 | -1.5 | -5 | 0.9 | -0.3 | -4 | 1.9 | 3 | -2 | -3
COc1ccc(CNC(=O)c2ccc3ccccc3n2)cc1 | -1.3 | 3 | -1.4 | -2.1 | 0 | -0.2 | 1 | 11 | u
O=C(COC(=O)/C=C/c1ccc(Cl)cc1)Nc1cccc(S(=O)(=O)NC2=NCCCCC2)c1 | -3.5 | -3 | -0.8 | -0.1 | 0 | 0.5 | -2 | -10 | -5
Cc1cccc2cc(COC(=O)C3CCCO3)c(=O)[nH]c12 (stereo not drawn) | -4.0 | -5 | 5.4 | -0.5 | 5 | -0.2 | 7 | 11 | -2
O=C(Nc1ccc(S(=O)(=O)Nc2nccs2)cc1)c1nn(-c2ccccc2)ccc1=O | -3.1 | -10 | -2.8 | 0.0 | 2 | -2.0 | -1 | 16 | -3
CC(=O)Nc1cc(-c2ccc(F)cc2)[nH]n1 | -2.9 | 10 | x | -0.4 | 6 | -0.1 | -3 | 6 | 0
CN1C(N)=NC(=O)/C1=C/c1ccc(F)cc1 | -3.1 | -7 | 0.6 | x | 19 | -2.8 | 1 | 18 | x
COc1ccc(NC(=O)CN(c2cc(C)cc(C)c2)S(=O)(=O)c2c(C)n[nH]c2C)cc1 | -3.1 | 8 | 0.2 | -0.7 | 12 | x | -3 | 4 | -6
Cc1ccc(CN2CCN(/N=C/c3ccc(C)s3)CC2)cc1 | -1.5 | 2 | -0.8 | 0.7 | 9 | x | -4 | 17 | -2
Cc1cc(C)c(O)c(-c2cc(C(=O)NCc3ccccc3)[nH]n2)c1 | -1.9 | 6 | 0.0 | -0.9 | 3 | -1.2 | -3 | 1 | -13
CC1CCCCN1C(=O)c1ccc(C(=O)N2CCCCC2C)cc1 (stereo not drawn) | -0.9 | -2 | -1.4 | 3.0 | -2 | 3.1 | 2 | 3 | 4
COC(=O)c1ccc(C(NC(=O)OCc2ccccc2)/C(C)=C/[C@@H](C)C(=O)NCc2ccc(-c3ccccc3)cc2)cc1 (stereo partly drawn) | -1.8 | x | -2.3 | -0.4 | x | -1.4 | -1 | 14 | -12
COC(=O)CCC(=O)OC1(C)C(=O)C2=CN(Cc3ccc(OC)cc3)C(c3ccc(OC)cc3)=CC2=C(Br)C1=O (stereo not drawn) | 2.6 | -8 | -2.4 | 9.1 | 0 | 1.4 | 22 | 7 | -37
COC(=O)/C=C1\SC(=NC(=O)c2ccc(C)cc2)NC1=O | -0.9 | 6 | x | 0.9 | 8 | -2.0 | 1 | 2 | -4
COC(=O)Cn1ncc(N(C)Cc2ccccc2)c(Cl)c1=O | 1.1 | -1 | 2.4 | -0.3 | 1 | 0.1 | 2 | 10 | -2
Cc1cc(NC(=O)CCN2CCN(Cc3ccccc3)CC2)ccc1Br | x | 2 | 1.4 | 0.9 | -12 | 3.6 | 1 | -2 | -16
Cc1cccc(N2CCN(C(=O)CCn3c(=O)[nH]c4ccsc4c3=O)CC2C)c1 (stereo not drawn) | 1.1 | 4 | 4.0 | 1.3 | -6 | -0.8 | -3 | 3 | 6
CCN(CC)c1nc(-c2ccccc2)cc(C(F)(F)F)c1C#N | 1.0 | 2 | 1.5 | 20 | 6 | 0.3 | 3 | -9 | 25
Cc1ccc(C)c(OCCC(=O)Nc2cccc(S(=O)(=O)N3CCCCC3)c2)c1 | -0.1 | 16 | -0.5 | 0.0 | 20 | -3.1 | 0 | -3 | -5
N#Cc1ccc(/C=N/N=C(N)N)cc1 | -6.5 | -4 | -0.7 | -2.2 | 4 | -1.5 | -9 | 3 | -31
C/C(=N\NC(=O)Cn1nc(C)c([N+](=O)[O-])c1C)c1ccc(Cl)s1 | -1.3 | -6 | x | u | -11 | 3.9 | 0 | 5 | u
CN1CCN(NC(=S)NC2CCCC2)CC1 | -4.0 | -1 | x | 0.5 | 4 | 3.2 | -1 | -2 | 0
COC(=O)c1cc(S(=O)(=O)NCC2CCN(CCc3ccc(OC)cc3)CC2)cn1C | -0.5 | -6 | -1.5 | 0.3 | 10 | 3.2 | 3 | 1 | 9
CCCc1nc2sc3c(c2c(=O)n1NC(=O)CCC(=O)OC)CCCC3 | 0.1 | 7 | x | -0.9 | -4 | 3.6 | -6 | 16 | -5

New compounds follow
SMILES | FadD28 binding | PrPC TRFRET | BioA inh | BoNT-A LC inh2 | CCHF vOTU inh | Mtb UGM inh | FBA Mtb inh | GDH-TPI counter | BoNT-F LC inh
CC(/C=N/n1c(-c2ccco2)n[nH]c1=S)=C\c1ccco1 | -1.8 | -4 | x | -0.9 | 11 | -2.8 | -1 | 21 | -9
COC(=O)c1ccc(C2c3[nH]c4ccccc4c3C[C@H]3C(=O)N(C4CCN(Cc5ccccc5)CC4)CC(=O)N23)cc1 (stereo partly drawn) | -0.4 | -11 | x | -1.2 | 3 | 2.3 | 4 | -3 | 29
CCOC(=O)c1ccc(NC(=O)Nc2ccc3c4c(cccc24)C(=O)N3CC)cc1 | -0.5 | 0 | -1.1 | -1.7 | 7 | -1.4 | 2 | 0 | -2
COc1cc2cc(C)nc(Cc3cccc4ccccc34)c2cc1OC | -2.5 | 2 | 6.5 | -0.5 | 1 | -2.8 | 5 | 10 | 1
CCN(CC)C(=O)C1=C(C)N(Cc2ccc(F)cc2)C(=O)C(CC(=O)NCc2cccs2)C1 (stereo not drawn) | -1.1 | 8 | -7.2 | -0.1 | 21 | x | 6 | 14 | 0
COc1ccc(CCC(=O)OCC(=O)c2c(N)n(CC(C)C)c(=O)n(C)c2=O)cc1 | 1.1 | 5 | -0.8 | 2.2 | 2 | -1.5 | 6 | 8 | 7
